# AddAB inh = less growth of phage-infected E. coli with AddAB | E. coli expressing H. pylori AddAB, absorbance growth | inhibition, % at 11.9 µM | 0.29% of 330,000 active | AID 435030; in the data active means inhibition above about 12%;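 further: 0% = vehicle wells of infected cells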
# Ecoli viability = reduces bacterial viability in AddAB counter-screen. E. coli V3065 growth, OD600 absorbance, 18 h. 0.27% of 330,000 active. inhibition, % at 11.9 µM;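 active means inhibition above the campaign's mean inhibition across all tested compounds plus 3 SD, cut at about 9.9% in these data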;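 further: uninfected addAB+ strain grown without phage in ampicillin broth; 0% = DMSO wells and 100% = ciprofloxacin 0.95 µg/ml wells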
# PKA-R1A act = activates the PKA-R1A holoenzyme complex | P00514+P68181 | PKA-R1A dissociation, Cy5-IP20 fluorescence polarization; scaled: DMSO 0%, 113 µM cGMP 100% | activation, % at 11.4 µM | 0.083% of 340,000 active;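 active means percent activation above the mean of all tested compounds plus 3 SD, cut at about 19% in these data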;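 further: higher means more PKAc released from R1A so a rise in polarization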
# phage Ecoli inh = E. coli growth loss with phage present. inhibition, % at 11.9 µM. growth absorbance. 0.26% of 360,000 active; in the data active means inhibition above about 11%
# OPRM1-OPRD1 inv = mu-delta opioid heterodimer inverse agonism. cell-based MOR-DOR heterodimer luminescence. inhibition, % at 9.3 µM. 0.21% of 340,000 active. AID 504357; in the data active means inhibition above about 22%, passing the limit was not always enough;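 further: 0% = cells with DMSO and 100% = wells without cells with DMSO; values of inactives mirror those of a sister screen read the other way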
# HTR5A ag ctr = activates human HTR5A in OPRM1-OPRD1 agonist counter-screen. HTR5A agonist assay, luminescence, cell-based. activation, % at 9.3 µM. 0.61% of 340,000 active; in the data active means activation mostly above about 9.5%, no sharp cut-off; inactive means mostly below about 7.6%;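 further: 0% = cells with vehicle only and 100% = reference agonist; strong numbers were not always called active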
# Target sequence (P47898 whole entry, looked up): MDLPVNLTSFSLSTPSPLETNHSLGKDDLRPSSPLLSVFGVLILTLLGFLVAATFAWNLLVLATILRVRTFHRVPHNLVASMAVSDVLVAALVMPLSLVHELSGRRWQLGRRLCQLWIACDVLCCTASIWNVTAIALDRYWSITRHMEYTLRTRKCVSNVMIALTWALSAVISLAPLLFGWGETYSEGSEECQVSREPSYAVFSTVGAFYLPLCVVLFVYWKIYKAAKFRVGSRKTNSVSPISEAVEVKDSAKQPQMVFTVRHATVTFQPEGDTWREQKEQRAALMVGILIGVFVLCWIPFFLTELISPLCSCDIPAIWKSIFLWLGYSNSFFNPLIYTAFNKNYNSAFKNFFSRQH
# PfHsp90 set2 = reduces growth (ATP signal) of yeast expressing P. falciparum Hsp90 | S. cerevisiae expressing PfHsp90, BacTiter-Glo ATP, 48 h; yeast lacking PDR1 and PDR3 efflux regulators | inhibition, % at 9.4 µM | 0.32% of 310,000 active | AID 504621;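 active means every replicate shows inhibition above about 80%, whatever the replicate mean, limit read from the data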;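 further: 0% = DMSO neutral controls and 100% = 20 µM radicicol positive controls; yeast relying on Plasmodium falciparum Hsp90 in place of its own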
# Pemphigus Ab inh = inhibitors of pemphigus antibody binding to human desmoglein-3 | P32926 | DSG3-coupled beads, scFv-anti-DSG3-GFP binding, flow cytometry; active compounds read low | binding (percent of control), % at 10 µM | 0.48% of 310,000 active | AID 588358;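 active means binding more than 3 SD below its plate's average and above zero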;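 further: hits lower antibody fragment binding to DSG3; some compounds called inactive have numbers as strong as hits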
# OPRM1-OPRD1 ag = agonists of human mu-delta opioid receptor heterodimerization | AID 504326 | P35372+P41143 | cells, OPRM1-OPRD1 heterodimerization, luminescence | 0.3% of 340,000 active | activation, % at 9.3 µM; in the data active means activation above about 18%;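 further: 0% = vehicle-treated cells and 100% = reference agonist; values of inactives mirror those of a sister screen read the other way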
# HTR5A inv ag = HTR5A inverse agonism, opioid heterodimer counter-screen | P47898 | HTR5A cell line, luminescence | inhibition, % at 9.3 µM | 0.083% of 340,000 active | AID 504634; in the data active means inhibition mostly above about 23%, no sharp cut-off; inactive means mostly below about 18%;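 further: 0% = cells with DMSO and 100% = no-cell wells with DMSO; some compounds called inactive have numbers as strong as hits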
# SUMO Mot1 rescue = inhibitors of SUMOylation pathway: yeast Mot1-301 growth rescue; S. cerevisiae Mot1-301 growth rescue, ATP luminescence, 38.5C; percent above DMSO median, 100 means doubled; growth rescue, % at 18.8 µM; 1% of 320,000 active; AID 2716;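 active means every valid replicate shows activation above 250% relative to neutral control wells; inactive means the rest, any valid replicate at or below 250%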;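 further: OY570 slx delta 5 strain wells were the positive control but not used for scaling; some compounds called inactive have numbers as strong as hits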
# * = called active by the depositor; / = no result given.
SMILES,AddAB inh,Ecoli viability,PKA-R1A act,phage Ecoli inh,OPRM1-OPRD1 inv,HTR5A ag ctr,PfHsp90 set2,Pemphigus Ab inh,OPRM1-OPRD1 ag,HTR5A inv ag,SUMO Mot1 rescue
COc1cc2c(cc1OC)C1=C(C#N)CCC(=NC(=O)c3ccco3)N1CC2,3.0,0.2,-1.1,3.3,4.8,3.0,-2.1,97.3,-1.0,7.7,33.8
Cc1cc(C[n+]2ccsc2N)c2ncccc2c1,2.5,-0.3,0.8,6.0,2.8,-2.4,23.6,97.5,-0.5,6.5,40.9
CCOC(=O)c1nnn(-c2nonc2-n2cccc2)c1-c1cccc([N+](=O)[O-])c1,-1.0,-0.2,-10.1,2.8,-13.4,2.1,3.0,79.8,2.6,-6.0,9.6
O=C(Nc1ccccc1N1CCOCC1)C1Cc2ccccc2CN1C(=O)c1ccco1 (stereo not given),0.1,0.1,1.1,-3.2,15.7,0.4,-6.6,96.5,-2.7,-3.7,-9.1
O=C1C=C(c2ccccc2)C(=O)N1Nc1ccccc1,2.2,1.1,-2.2,0.3,6.2,-7.7,/,/,-1.2,16.9,214.8
O=C(CCCN1C(=O)/C(=C/c2cccc(Br)c2)SC1=S)Nc1ccccn1,0.7,-0.6,-3.5,0.2,9.7,5.8,26.4,98.4,-1.9,6.3,/
CS(=O)(=O)c1ncc(CO)n1Cc1ccccc1,1.1,-0.8,11.6,5.4,-0.5,5.5,6.0,91.2,0.1,-15.5,-6.1
COc1ccc(NC(C)C(=O)N/N=C/c2ccc([N+](=O)[O-])s2)cc1 (stereo not given),2.5,0.5,-5.2,2.8,-38.6,-2.1,-9.9,96.9,6.8,5.5,-14.1
COc1ccccc1OCc1nc(-c2cccc([N+](=O)[O-])c2)no1,0.5,0.2,-13.1,2.3,5.5,2.8,-6.1,93.8,-1.1,0.0,-0.7
Cc1cc(NC(=O)CSc2nnnn2-c2ccc(C)c(Cl)c2)no1,1.0,1.8,0.6,-0.9,-19.6,1.2,-3.7,96.8,2.4,-3.5,249.4
CCOC(=O)[C@H]1[C@H]2COc3ccc(Br)cc3[C@@H]2N2C(=O)c3cc(OC)c(OC)cc3NC(=O)[C@@]12C,5.0,-1.4,-5.0,-0.3,8.3,-1.5,5.2,98.1,-1.4,-12.6,15.0
O=C(COC(=O)c1ccc(Br)o1)c1ccc(S(=O)(=O)N2CCCCC2)cc1,3.9,-0.9,-2.2,0.9,65.0*,-9.0,-9.7,105.5,-16.7,22.5,0.8
Cc1cc(F)ccc1NC(=O)c1cccnc1,1.2,-0.1,-8.1,1.1,15.7,4.2,/,110.1,-3.2,-13.7,141.5
CC(=O)c1ccc(S(=O)(=O)NCCC(=O)OCC(=O)NCCc2ccccc2)cc1,-0.4,1.4,-4.4,1.1,-12.7,2.4,2.7,105.1,2.3,-4.7,3.7
Cc1nc(Oc2ccc(S(=O)(=O)N3CCOCC3)cc2Cl)c2c3c(sc2n1)CCCC3,4.0,0.7,-13.0,0.5,9.4,5.5,-29.5,77.9,-1.9,7.8,-6.5
Cc1nnc(SCC(N)=O)n1CC1CCCO1 (stereo not given),1.2,0.3,9.5,0.5,11.7,2.6,-30.9,99.4,-1.9,2.7,-9.7
CCCCCCn1c(CN2CCN(C(=O)c3ccco3)CC2)nc2c1c(=O)n(C)c(=O)n2C,0.2,4.3,-3.5,0.8,15.9,3.2,-6.8,103.2,-2.7,-9.7,4.7
O=C(Cc1ccccc1)NNC(=O)Nc1ccc(Cl)c(Cl)c1,3.2,-2.3,-11.6,6.8,9.8,1.3,-1.0,105.9,-2.1,4.0,4.4
Cn1cc(SCC(=O)NCc2ccc3c(c2)OCO3)c2ccccc21,-1.6,0.9,-7.4,3.1,14.2,9.4,-5.4,104.5,-2.4,-28.6,12.7
COc1ccc(-c2c(NC(=O)c3ccco3)n(-c3ccccc3)nc(C)c2=O)cc1,2.8,1.6,-2.9,1.8,1.1,-2.3,11.8,103.8,-0.2,1.3,-10.8
Cc1sc(NC(=O)C2CCCCC2C(=O)O)c(C(N)=O)c1-c1ccc(C(C)C)cc1 (stereo not given),4.0,3.1,-1.2,0.8,12.3,1.4,/,96.1,-2.7,12.5,-1.0
O=C(c1cccs1)N1CCN(S(=O)(=O)N2CCOCC2)CC1,3.8,-0.6,-7.8,3.9,14.7,5.4,15.8,92.6,-2.6,-15.0,-21.4
O=C(c1ccc(OC2CCN(Cc3ccccc3OC(F)F)CC2)cc1)N1CCCC1,2.1,1.8,2.0,0.9,-14.5,3.2,24.9,/,2.9,0.3,2.5
Cc1ccc(-c2csc(NC(=O)c3ccno3)n2)cc1,3.6,0.4,-5.5,1.1,2.7,-0.3,-4.9,99.2,-0.4,-10.9,29.3
C/C(CC(=O)NCC(C)C)=N\NC(=O)COc1cc(C)c(Br)cc1Br,-2.1,-1.2,-1.2,1.1,-2.6,2.3,2.6,105.7,0.4,-6.0,6.9
# Continuation:
SMILES,AddAB inh,Ecoli viability,PKA-R1A act,phage Ecoli inh,OPRM1-OPRD1 inv,HTR5A ag ctr,PfHsp90 set2,Pemphigus Ab inh,OPRM1-OPRD1 ag,HTR5A inv ag,SUMO Mot1 rescue
O=C(Cn1cnc2c(cnn2-c2ccc(F)cc2)c1=O)NCc1ccco1,-1.9,-1.6,4.9,0.7,17.9,-3.0,2.7,109.4,-3.2,-6.5,-9.5
CC(=O)Nc1cccc(/C(C)=N/NC(N)=S)c1,4.0,0.1,-2.4,1.8,-4.3,-2.6,-5.7,96.8,0.9,7.3,/
Cc1ccc(CN2CCCOCCS2(=O)=O)cc1,-1.6,0.8,6.8,1.8,14.2,3.9,1.5,107.0,-2.4,-10.4,-17.5
COc1ccc(S(=O)(=O)NCc2c(-c3ccccc3)noc2C)c(OC)c1,0.6,1.3,2.2,3.4,8.0,2.2,7.7,106.7,-1.6,-29.6,3.0
Cc1c(NC(=O)/C(C#N)=C/c2ccc(-c3ccccc3Cl)o2)c(=O)n(-c2ccccc2)n1C,2.4,-0.4,-8.5,0.5,-14.6,11.9*,-1.9,101.0,2.8,-43.6,-12.0
COc1ccc(CN2CCN(S(=O)(=O)c3ccc(F)cc3)CC2)cc1OC,0.3,-0.9,-3.5,-3.5,8.9,5.2,15.5,81.5,-1.6,-25.4,4.2
O=C(CCC1CCCN(C(=O)CCCc2ccccc2)C1)N1CCN(c2ccccn2)CC1 (stereo not given),3.5,1.6,5.2,0.9,4.6,1.1,-25.9,91.0,-0.9,-16.9,679.7
O=c1[nH]ncc(N2CCN(C(c3ccccc3)c3ccccc3)CC2)c1Cl,2.3,1.6,8.8,3.3,-2.3,0.3,-7.8,103.4,0.5,3.1,-30.8
COC(=O)c1ccc(CSc2ncnc3c2nnn3-c2ccc(F)cc2)o1,-3.2,-3.9,-5.5,1.1,7.8,13.9,-40.1,104.9,-1.6,-33.8,23.4
COc1cc(CN(C)Cc2nc3cc(C(F)(F)F)ccc3c(=O)[nH]2)ccc1OC(F)F,5.7,0.8,-3.5,2.2,-32.1,-0.7,-7.3,98.6,5.8,2.0,-1.3
Cc1cc(N)ccc1NC(=O)CN1CCCC1,1.5,-2.6,-3.6,0.5,8.4,-3.0,12.9,95.2,-1.9,10.5,110.9
CCCc1ncc(C(O)c2cccc(OC)c2)n1C (stereo not given),0.6,3.3,6.8,2.3,8.2,1.1,16.8,107.5,-1.6,7.3,40.6
CCC(C)[C@H](Nc1nc(-c2ccccc2)nc2c1oc1ccccc12)C(=O)O (stereo not given in full),-1.3,0.9,-14.4,4.0,2.4,0.3,-15.9,106.3,-0.4,12.0,7.7
CCOc1ccc(NC(=O)CCC(=O)Oc2ccc(C)cc2)cc1,-1.7,0.0,-5.0,2.5,3.4,1.5,4.9,93.0,-0.6,-5.7,154.1
Cc1cccc(N2CCN(CC(=O)Nc3ccc(-n4cnnn4)cc3)CC2)c1C,0.9,0.1,-6.9,1.8,12.7,2.6,4.4,98.6,-2.1,-11.2,-7.9
Cc1nn(C(=O)c2ccccc2)c2c1C(=O)CC(C)(C)C2,2.4,2.3,-12.7,1.8,14.6,-1.1,9.1,/,-2.9,14.2,494.9*
COc1ccccc1CC(=O)Nc1ncc(C)s1,4.8,-0.2,3.0,2.2,5.5,-3.6,6.5,118.7,-1.1,13.6,-23.7
COCCn1c(C)cc(C(=O)COC(=O)c2ccc(Cl)c(S(N)(=O)=O)c2)c1C,6.4,2.5,-10.2,-0.2,2.9,-1.0,/,121.9,-0.5,2.6,-12.4
O=C(Cn1cnc2ccccc21)OCC(=O)N1CCCCC1,0.4,-1.1,7.9,-0.7,9.7,-2.7,/,89.8,-1.8,9.6,-4.1
Cc1ccc(NC2=C([N+](=O)[O-])CS(=O)(=O)C2)cc1,0.9,-1.0,-1.7,3.0,4.0,2.6,-4.4,97.7,-0.7,21.1,6.5
N#Cc1cnn(CC2CCCCC2)c1N,-0.3,1.9,-0.1,-1.1,1.2,-0.3,-43.8,98.0,-0.2,0.9,/
COC(=O)c1cc(-c2cccc(OC)c2)on1,4.9,0.0,0.7,1.3,14.9,-0.6,1.0,106.1,-3.0,7.9,-2.2
CN(C)c1oc(-c2ccccc2F)nc1C#N,3.6,-1.2,-2.4,-0.3,12.6,4.5,17.6,107.2,-2.5,-12.4,15.2
CN(C)C(=S)Nc1cccc(F)c1,2.0,0.2,/,1.8,/,/,/,110.5,/,/,-17.5
Cc1cccc(N/C=C(\[N+](=O)[O-])S(=O)(=O)c2ccccc2)c1,2.3,0.3,-4.6,4.5,-0.4,1.0,-1.7,101.9,0.1,-2.5,-6.6
# (cont.)
SMILES,AddAB inh,Ecoli viability,PKA-R1A act,phage Ecoli inh,OPRM1-OPRD1 inv,HTR5A ag ctr,PfHsp90 set2,Pemphigus Ab inh,OPRM1-OPRD1 ag,HTR5A inv ag,SUMO Mot1 rescue
Cc1ccc(C(=O)OCC(=O)NNC(=O)COc2ccc(Cl)cc2)c(O)c1,0.8,-0.2,-10.9,1.8,-11.5,-8.1,7.4,94.7,2.1,-16.7,10.5
CC(=O)c1cccc(NC(=O)CN(c2cccc(F)c2)S(C)(=O)=O)c1,0.2,1.3,-5.7,2.2,9.3,6.2,60.0,101.9,-2.2,-14.7,681.8*
O=C(COC(=O)c1ccc(Cl)cc1)NC1CCCCCC1,1.8,-1.2,3.4,0.1,5.3,-2.9,-7.4,113.0,-1.4,7.4,0.0
Cn1c(N)c(C(=O)CSc2ncn[nH]2)c(=O)n(C)c1=O,3.1,1.6,0.3,-0.2,-1.4,0.9,6.8,98.8,0.3,2.3,-17.7
CC(C)(C)NC(=O)NC(=O)COC(=O)CNC(=O)c1cccc(F)c1,1.1,1.4,-0.1,2.2,1.1,14.7*,-2.2,99.4,-0.2,-0.7,10.7
Cc1noc(NS(=O)(=O)c2ccc(N)cc2)c1C,10.2,8.4,-7.7,10.9*,10.9,1.6,-5.5,107.2,-2.0,-5.9,42.5
COc1ccc(-c2cn3cc(C)ccc3n2)cc1Br,0.3,2.8,-2.0,2.9,-36.5,0.2,2.7,102.9,5.4,5.2,23.5

# Taken from above:
# Reading for COC(=O)c1cc(-c2cccc(OC)c2)on1 under OPRM1-OPRD1 inv: 14.9
# Reading for COc1ccccc1CC(=O)Nc1ncc(C)s1 under OPRM1-OPRD1 ag: -1.1

# Source: PubChem
